Screening results deposited in PubChem by National Center for Advancing Translational Sciences (NCATS).
TrxR1 substrate: substrates of rat thioredoxin reductase 1 | O89049 | purified TrxR1 substrate turnover, NADPH consumption readout | Potency, µM (titrated, usually from 114 µM), without a hit: at the top dose activity change, negative = substrate turnover | actives 0.01% (n = 390,000) | AID 588456; note: potency is the fitted concentration of half-maximal effect; % is set by controls: 0 for no effect and ±100 for the full control effect; nearly all actives have a fitted effect of over 50% in size
Target sequence (O89049 whole entry, looked up): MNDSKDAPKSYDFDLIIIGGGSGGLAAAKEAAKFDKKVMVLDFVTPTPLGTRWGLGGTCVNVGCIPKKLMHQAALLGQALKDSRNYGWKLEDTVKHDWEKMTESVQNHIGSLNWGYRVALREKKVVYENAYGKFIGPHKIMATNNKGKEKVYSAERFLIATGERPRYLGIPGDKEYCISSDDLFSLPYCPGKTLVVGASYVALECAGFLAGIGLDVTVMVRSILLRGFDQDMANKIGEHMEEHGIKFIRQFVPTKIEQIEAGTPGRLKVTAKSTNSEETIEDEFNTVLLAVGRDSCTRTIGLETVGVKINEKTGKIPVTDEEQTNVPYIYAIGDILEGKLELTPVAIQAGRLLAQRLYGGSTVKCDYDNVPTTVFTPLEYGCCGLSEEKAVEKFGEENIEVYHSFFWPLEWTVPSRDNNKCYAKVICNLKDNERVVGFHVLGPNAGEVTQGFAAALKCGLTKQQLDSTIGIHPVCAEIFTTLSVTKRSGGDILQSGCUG
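Rat TrxR1, dispensed at 90 nM, was prereduced with 400 uM NADPH (final) for 5 min at ~22 deg C, then incubated with compound 15 min before 400 uM selenite. A first-read NADPH fluorescence drop versus no-compound background flagged substrates.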
TRHR agonist: agonists of human TRH receptor; AID 493084; TRHR cells, calcium flux fluo-8, FDSS agonist mode; activation, % at 2 µM; actives 0.18% (n = 360,000); in the data active = activation above about 30%; note: 0% is about no effect
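Fluo-8-loaded TRHR cells; 10 s baseline, compound added, kinetic Ca2+ fluorescence read 1/s, agonist mode.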
PI4K2A block: blocks human PI4K2A kinase activity | Q9BTU6 | purified PI4K2A, ADP-Glo luminescence, 1 h; hits give low values | activity change, negative = inhibition, % at 76.9 µM | actives 0.13% (n = 420,000) | AID 1346378; in the data active = activity change below about -50%; inconclusive = mostly about -30% to -49%;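 note: -100% = wells without enzyme as full effect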
Target sequence (Q9BTU6 whole entry, looked up): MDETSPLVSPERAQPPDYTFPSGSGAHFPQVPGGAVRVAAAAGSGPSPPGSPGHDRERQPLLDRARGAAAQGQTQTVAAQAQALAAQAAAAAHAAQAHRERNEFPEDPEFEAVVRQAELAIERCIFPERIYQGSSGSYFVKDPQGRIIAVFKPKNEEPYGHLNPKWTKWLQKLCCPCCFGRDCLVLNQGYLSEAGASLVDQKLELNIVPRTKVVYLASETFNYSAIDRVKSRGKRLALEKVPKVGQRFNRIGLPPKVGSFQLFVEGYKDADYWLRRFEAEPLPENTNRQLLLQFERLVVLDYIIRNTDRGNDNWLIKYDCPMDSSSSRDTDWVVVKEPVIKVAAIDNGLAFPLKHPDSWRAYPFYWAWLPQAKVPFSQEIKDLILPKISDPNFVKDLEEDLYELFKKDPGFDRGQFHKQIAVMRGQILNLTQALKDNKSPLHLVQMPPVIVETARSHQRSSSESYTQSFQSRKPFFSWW
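Compounds are screened against recombinant PI4K2A using PI as substrate and ATP, the latter dispensed at 300 microM. Reactions run one hour at ambient temperature before ADP-Glo detection; full inhibition defined by wells lacking enzyme.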
TRHR enhancer: allosterically enhances the human TRH receptor | AID 493056 | actives 0.66% (n = 360,000) | enhancement, % at 2 µM | TRHR cells, fluo-8 calcium fluorescence, EC20 TRH enhancement; in the data active = enhancement above about 30%; note: 0% is about no effect
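Enhancer read-out: after compound pinning and an initial kinetic agonist-mode read, an EC20 of TRH (10 nM final) was injected and fluo-8 calcium signal (Ex 480/Em 530) followed at 1 s/cycle for 100 cycles in TRHR-expressing cells.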
USP1 inh: USP1/UAF1 (human) deubiquitinase inhibition; O94782; recombinant USP1/UAF1, Ub-Rhodamine cleavage fluorescence; Potency, µM (doses to about 57.1 µM), for inactives: top-dose activity change, negative = inhibition, actives largely listed as inhibitors; actives 0.23% (n = 390,000); AID 743255; note: potency is the fitted concentration of half-maximal effect; % is set by controls: 0 for no effect and ±100 for the full control effect; nearly all actives have a fitted effect of over 60% in size; inactives centre near -12
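USP1/UAF1 complex at 1 nM was preincubated with compound for 15 min at room temperature, then Ub-Rho substrate (150nM final) was added. Fluorescence (480/540 nm) was read kinetically, 6 reads every 60 seconds.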
D2 ag: D2 dopamine receptor (human) agonism; HEK293 T-REx D2 cells, calcium flux agonist mode; activation, % at 2 µM; actives 0.53% (n = 340,000);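 active = activation over 3 SD above normal in the single-dose calcium agonist read, cut at about 30% in these data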; note: 0% is about no effect
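Agonism scored from kinetic calcium signal (1 read/sec, 180 s) following compound pin transfer, after a 10 s baseline. Cells: HEK293 Trex line expressing inducible D2 receptor coupled to calcium, dye-loaded after overnight culture at 30 C.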
D2 antagonist: D2 dopamine receptor (human) antagonism | inhibition, % at 10 µM | AID 485344 | P14416 | HEK293 TREx D2 cells, calcium flux, dopamine EC80 | actives 2% (n = 340,000); in the data active = inhibition above about 30%; note: 0% is about no effect
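Compounds are added to dye-loaded, induced HEK293 T-REx cells coupled to calcium release via D2; after a 3 min kinetic read an EC80 dopamine stimulus is given and fluorescence is recorded for 3 more min.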
rTrxR1 inhibitor: blocks rat thioredoxin reductase 1; O89049; recombinant rTrxR1, NADPH fluorescence consumption, selenite substrate; Potency, µM (top dose mostly 114 µM), inactives show at the top dose activity change, negative = inhibition, hits mostly inhibitors; actives 1% (n = 390,000); AID 588453; note: potency is the fitted concentration of half-maximal effect; % is set by controls: 0 for no effect and ±100 for the full control effect; nearly all actives have a fitted effect of over 65% in size
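Rat TrxR1 (90 nM in the dispensed reagent) was pre-reduced with 400 uM NADPH for 5 min at room temperature, then incubated with compound for 15 min. After 400 uM selenite was added, NADPH fluorescence (Ex 340/Em 450 nm) was followed for 8 min.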
mIDH1 inhibitor: blocks human mutant IDH1 R132H enzyme; O75874; IDH1-R132H enzyme, NADPH consumption, diaphorase/resazurin fluorescence; Potency, µM (highest dose often 76.6 µM), without a hit: at the highest dose activity change, negative = inhibition, actives largely listed as inhibitors; actives 0.093% (n = 390,000); note: potency is the fitted concentration of half-maximal effect; % is set by controls: 0 for no effect and ±100 for the full control effect; nearly all actives have a fitted effect of over 65% in size
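IDH1-R132H (0.5 ug/mL dispensed) in pH 7.5 Tris buffer was preincubated 30 min with compound, then given a substrate mix of 0.016 mM NADPH and 2 mM alpha-KG for 80 min at room temperature; remaining NADPH was read by diaphorase/resazurin fluorescence.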
An asterisk follows results filed as active; ? = inconclusive; / = not tested or not shown; & = joins results of further samples; ! = not confirmed by another sample; [ ] = another dose, or the depositor's remark. Unless noted, calls come from the whole dose curve; as a rule, active = well fitted inhibition curve with a large enough effect; inconclusive = small, poorly fitted or top-dose-only effect; inactive = no such curve, though single readings can be large or run the other way.

Values run as follows: TrxR1 substrate, TRHR agonist, PI4K2A block, TRHR enhancer, USP1 inh, D2 ag, D2 antagonist, rTrxR1 inhibitor, mIDH1 inhibitor
[1] Cc1ccc(C(=O)Nc2nnc(C3CCCCC3)s2)o1
    -5.8%, 1.7, -1.7, 5.1, -5.2%, 0.2, -15.7, 1.1%, 6.5%
[2] CCc1cccc(CC)c1N(COC)C(=O)Cn1c(CC)nc2ccccc21
    -2.5%, -1.5, -1.4, -6.2, -16.1%, /, /, 3.0%, /
[3] O=C(Cc1ccccc1)NCC(=O)N1CCCCC1
    6.5%[57.1 µM], 0.6, 6.1, 42.7*, -5.4%, 0.5, 19.1, 2.0%[57.1 µM], 5.9%
[4] CCCCCCCc1c(C)nc(N2CCOCC2)[nH]c1=O
    4.0%, -0.5, 4.8, -1.2, -6.3%, 0.2, -4.7, 22.7%, 12.6%
[5] COc1cc(NC(=O)NCC2CCN(Cc3ccccc3Cl)CC2)cc(OC)c1OC
    -2.6%&1.5%, 0.5&0.2, 3.9&-2.0, 3.1&-4.4, -8.2%&5.0%, 1.1&0.9, 9.1, 0.8%&3.4%, 9.9%&4.6%
[6] CC(C)OC(=O)/C(=C/c1cccnc1)NC(=O)c1ccccc1
    7.5%[57.1 µM], -0.1, -3.1, -3.8, -3.0%, -0.2, 5.0, 7.5%, 6.9%
[7] COc1cc(C#Cc2ccc3cc(C(C)(C)O)oc(=O)c3c2)cc(OC)c1
    12.2%[57.1 µM], -0.2, -4.1, -5.7, ?, /, /, 4.3%[57.1 µM], -8.0%
[8] CCOc1ccccc1NC(=O)N1CCC2(CC1)Oc1ccccc1C(=O)N2Cc1ccccc1F
    -0.8%, 0.7, 1.6, -4.4, -20.6%, -0.1, /, 22.7%, /
[9] Cc1ccc(NC(=O)CS(=O)CC(=O)N(CC(=O)NC2CCCC2)c2cccc(C)c2C)cc1 (configuration not stated)
    7.5%, 0.3, 0.2, -12.1, -6.7%, 0.3, 55.4*, 8.8%, 1.8%
[10] COc1ccc(-n2[nH]c(C)cc2=O)cc1
    -2.6%, 0.2, ?, 32.6*, ?, 0.7, -12.2, 28.2%, 5.6%
[11] O=C(CCl)N1N=C(c2ccco2)CC1c1ccco1 (configuration not stated)
    4.2%, -0.6, -22.7, 9.9, -11.7%, 0.3, 13.7, 2.51µM*, -4.3%
[12] CSc1ncnc2[nH]ncc12
    6.3%, /, -0.4, /, -8.0%, /, /, 14.6%, 8.6%
[13] COc1cc(N2CCCC2)c(OC)cc1/C=C(/C#N)c1cccc(Br)c1
    3.0%, 7.4, -1.5, -1.1, 5.8%, 21.4, 19.3, 5.7%, 4.5%
[14] Cc1cc(C)cc(Nc2cc(C(=O)NCc3ccccc3)c3ccccc3n2)c1
    3.6%, 0.5, 0.8, 15.3, -23.4%, 1.3, /, 7.7%, 0.0%
[15] CNC(=O)COC(=O)c1ccc2c(c1)S(=O)(=O)c1ccccc1C2=O
    7.5%[57.1 µM], 0.3, 2.3, 0.3, -17.3%, 0.6, -9.1, 17.7%[57.1 µM], 4.1%

Compounds shown so far that contain a Cl atom, in the order listed:
Values run as follows: TrxR1 substrate, TRHR agonist, PI4K2A block, TRHR enhancer, USP1 inh, D2 ag, D2 antagonist, rTrxR1 inhibitor, mIDH1 inhibitor
[5] COc1cc(NC(=O)NCC2CCN(Cc3ccccc3Cl)CC2)cc(OC)c1OC
    -2.6%&1.5%, 0.5&0.2, 3.9&-2.0, 3.1&-4.4, -8.2%&5.0%, 1.1&0.9, 9.1, 0.8%&3.4%, 9.9%&4.6%
[11] O=C(CCl)N1N=C(c2ccco2)CC1c1ccco1 (configuration not stated)
    4.2%, -0.6, -22.7, 9.9, -11.7%, 0.3, 13.7, 2.51µM*, -4.3%

Complete entries as entered above. Screens in order: TrxR1 substrate	TRHR agonist	PI4K2A block	TRHR enhancer	USP1 inh	D2 ag	D2 antagonist	rTrxR1 inhibitor	mIDH1 inhibitor
COc1ccc(-n2[nH]c(C)cc2=O)cc1 in the list: -2.6%	0.2	?	32.6*	?	0.7	-12.2	28.2%	5.6%
Cc1ccc(C(=O)Nc2nnc(C3CCCCC3)s2)o1 in the list: -5.8%	1.7	-1.7	5.1	-5.2%	0.2	-15.7	1.1%	6.5%
CCc1cccc(CC)c1N(COC)C(=O)Cn1c(CC)nc2ccccc21 in the list: -2.5%	-1.5	-1.4	-6.2	-16.1%	/	/	3.0%	/
CNC(=O)COC(=O)c1ccc2c(c1)S(=O)(=O)c1ccccc1C2=O in the list: 7.5%[57.1 µM]	0.3	2.3	0.3	-17.3%	0.6	-9.1	17.7%[57.1 µM]	4.1%
CSc1ncnc2[nH]ncc12 in the list: 6.3%	/	-0.4	/	-8.0%	/	/	14.6%	8.6%

Later entries.
Values run as follows: TrxR1 substrate, TRHR agonist, PI4K2A block, TRHR enhancer, USP1 inh, D2 ag, D2 antagonist, rTrxR1 inhibitor, mIDH1 inhibitor
[16] O=C(CCNC(=O)c1ccc(Br)o1)NCc1ccc(Cl)cc1
    8.4%, -0.7, 3.5, 0.8, -12.2%, -0.8, -18.5, 1.0%, 2.0%
[17] CSCCC(NC(=O)c1ccccc1Cl)C(=O)N1CC(C)OC(C)C1 (configuration not stated)
    -11.9%, -0.1, -1.9, -5.5, -9.3%, 0.4, -30.2, -30.3%, -6.7%
[18] CCN(CC)c1cc(C)c2cc(NC(=O)c3cccc(OC)c3)ccc2n1
    -4.2%, 0.0, -2.9, 1.4, ?, -0.3, /, 18.1%[2.29 µM], 2.2%
[19] NC(N)=NS(=O)(=O)c1ccc(NC(=S)NC(=O)/C=C/c2ccc(F)cc2)cc1
    5.1%[57.1 µM], 0.6, 21.4, -2.2, 0.1%, 0.0, -24.6, 6.8%[57.1 µM], 8.1%
[20] Cc1noc(/C=C/N(C)C)c1S(=O)(=O)N(C)Cc1ccc(F)cc1
    -8.7%, -0.8, -8.7, -2.5, -16.6%, -0.5, 4.8, 10.2%, -14.9%
[21] CCCNC(=O)N(C)c1nncnc1C(=O)NC
    3.5%[57.1 µM], 0.1, 3.6, -9.5, -12.2%, 0.8, -1.7, -2.3%[57.1 µM], -1.9%
[22] CC(C)(C)c1cc(NC(=O)CCl)n(-c2ccccc2)n1
    8.7%, 0.6, 1.2, 4.0, -18.6%, 7.4, -3.2, ?, 10.8%
[23] CN(CCCC(=O)O)S(=O)(=O)c1ccc2c(c1)C(=O)c1cc(S(=O)(=O)N(C)CCCC(=O)O)ccc1-2
    -6.6%, 0.1, 2.6, 3.6, -17.2%, 0.3, -11.9, 9.4%, -2.6%
[24] CCOCCCNC1=C(Cl)C(=O)c2ccccc2C1=O
    -19.9%, -0.9, -26.6, -3.4, ?, -1.0, 8.4, 7.08µM*, -0.8%
[25] COc1ccc(S(=O)(=O)N2CCN(C3CCCCCCC3)CC2)cc1
    10.4%[57.1 µM], -4.1&-0.3, 10.7&3.9, -4.9&-0.2, -10.5%&-10.4%, -2.1&3.3, 34.3*!, 6.6%[57.1 µM], 5.5%&4.3%
[26] Cc1ccc(NC(=O)Cn2c(=O)cnc3ccccc32)cc1S(=O)(=O)N(C)C
    -7.4%, 0.0, -4.0, 2.2, -9.4%, 0.1, -2.8, -13.3%, 1.3%
[27] O=C(COC(=O)C1CC(=O)N(Cc2ccccc2)C1)c1ccc(Br)cc1 (configuration not stated)
    -3.8%, -0.2, -1.4, -1.3, -6.3%, -0.7, 5.9, -0.2%, 8.0%
[28] COc1ccc(C(=O)NNC(=O)Nc2ccc(Cl)cc2)cc1
    6.5%, -2.1, -4.5, 3.7, -3.0%, 0.2, -12.2, 19.1%[57.1 µM], -0.4%
[29] COc1cccc(OC)c1NC(=O)CN1CCC(NC(=O)c2cccc(F)c2)CC1
    -1.6%, -0.2, 1.7, -1.9, -16.8%, 1.1, -6.3, 6.9%[57.1 µM], 2.9%
[30] O=C(CNC(=O)c1ccc(Cl)cc1)Nc1ccc(S(=O)(=O)Nc2ncccn2)cc1
    1.5%, 0.3, 3.7, -2.9, -15.9%, -0.7, -5.1, 15.6%, 0.0%
[31] Cc1ccc2[nH]c3c(N4CCCCCC4)ncnc3c2c1
    /, 4.3, /, -4.5, /, 1.3, -4.0, /, /
[32] COc1ccc(OC)c(C2=NOC(C(=O)Nc3cccnc3)C2)c1 (configuration not stated)
    18.1%, -1.0, 6.5, 1.2, -15.8%, /, /, 18.4%, 1.9%
[33] Cc1oc2c(C)c3oc(=O)c4c(c3cc2c1C)CCCC4
    4.4%, -0.6, 9.8, 7.2, -11.1%, -1.1, -21.3, -15.8%, 1.7%
